Screens: PubChem, National Center for Advancing Translational Sciences (NCATS)
HT1080-NT tox: kills 2HG-producing HT-1080-NT fibrosarcoma cells. Potency, µM (series often up to 46.1 µM), for the others: at the highest dose activity, negative = less viability, actives largely listed as cytotoxic. HT-1080-NT fibrosarcoma viability, CellTiter-Glo ATP luminescence, 48 h. hit rate 1.6% among 360,000;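 further: NT is the 2HG producing partner of a matched IDH1 knockdown line; potency means the concentration at half of the fitted maximal effect; 0% = DMSO-treated cells and -100% = media-only wells without cells; nearly all actives have a fitted effect of over 55% in size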
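Luminescent CellTiter-Glo readout after 48 hours of compound exposure at 37 degrees C defined viability of HT-1080-NT cells. Activity was normalized to DMSO wells and cell-free media wells; concentration-response curves were fitted and assigned curve classes.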
D3 antag: D3 dopamine receptor (human) antagonism; P35462; D3R cells, DiscoveRx beta-arrestin luminescence, antagonist mode; active compounds read low; max response, negative = inhibition, %; hit rate 2.5% among 360,000; in the data active means max response below about -50%; inconclusive means no clear call, values can overlap the other calls; further: on the % scale 0 is the no-effect control and ±100 the full control effect; mostly tested at two doses, the higher about 12 µM
Target sequence (P35462 whole entry, looked up): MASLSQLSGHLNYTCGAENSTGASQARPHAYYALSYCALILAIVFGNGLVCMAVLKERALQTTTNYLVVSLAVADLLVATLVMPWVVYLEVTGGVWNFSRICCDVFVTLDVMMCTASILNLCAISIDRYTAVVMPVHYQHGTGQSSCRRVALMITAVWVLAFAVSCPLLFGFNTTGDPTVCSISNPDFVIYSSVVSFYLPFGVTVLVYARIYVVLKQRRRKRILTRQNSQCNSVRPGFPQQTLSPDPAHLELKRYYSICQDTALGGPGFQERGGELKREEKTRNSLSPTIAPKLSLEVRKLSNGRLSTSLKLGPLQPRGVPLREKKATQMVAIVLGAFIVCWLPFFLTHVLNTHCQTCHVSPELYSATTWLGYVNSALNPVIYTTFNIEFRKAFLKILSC
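Cells expressing the human receptor were seeded at 1500 cells/well, incubated overnight at 37 degrees C in 5% CO2, then exposed to library compounds with dopamine controls for 90 minutes at 37 degrees C before luminescent detection.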
KB-3-1 cytotox: KB-3-1 parental cell cytotoxicity. KB-3-1 viability, CellTiter-Glo ATP luminescence, 72 h. Potency, µM (titrated, usually from 46.1 µM), inactives show at the highest dose activity change, negative = cytotoxic, usual class: cytotoxic. hit rate 1.4% among 400,000. AID 1347075; further: potency means the concentration at half of the fitted maximal effect; on the % scale 0 is the no-effect control and ±100 the full control effect; nearly all actives have a fitted effect of over 60% in size
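KB-3-1 cells, DMEM (no phenol red) + 10% FBS; compound by pin transfer, 72 h, 37 °C. Readout: CellTiter-Glo luminescence after 10 min. Data normalized, curve-fitted.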
IL-1B inflam inh: blocks inflammasome-driven IL-1 beta release. hit rate 4.7% among 360,000. activity change, % at 57.5 µM. THP-1 LPS/ATP IL-1B secretion, AlphaLISA, 16 h; active compounds read low; in the data active means activity change below about -50%; inconclusive means mostly about -30% to -49%; further: on the % scale 0 is the no-effect control and ±100 the full control effect
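Secreted IL-1B measured by AlphaLISA bead assay after 16 h compound exposure of THP-1 cells; compounds (final up to 57.5 uM) added 1 h before LPS (250 ng/mL) and ATP (1.25 mM) stimulation; lower signal means less secretion.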
KB-V1 MDR tox: KB-V1 MDR subline cytotoxicity | KB-V1 MDR cells viability, CellTiter-Glo, 72 h | Potency, µM (titrated, usually from 46.1 µM), without a hit: top-dose activity change, negative = cytotoxicity, hits mostly cytotoxic | hit rate 3.4% among 400,000; further: potency means the concentration at half of the fitted maximal effect; on the % scale 0 is the no-effect control and ±100 the full control effect; nearly all actives have a fitted effect of over 60% in size
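Potencies derive from concentration-effect curves fitted to normalized luminescence (CellTiter-Glo) of KB-V1 cells treated for 72 h at 37 degrees C in phenol-red-free DMEM containing 10% FBS.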
D3 ag: D3 dopamine receptor (human) agonism | P35462 | D3R DiscoveRx beta-arrestin cells, luminescence, 90 min | max activation, % | hit rate 0.58% among 410,000; in the data active means max activation above about 30%; further: 0% is about no effect; mostly tested at two doses, the higher about 12 µM
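Cells at 1500/well, incubated overnight, then treated with pinned compounds (dopamine as control) for 90 min at 37 degrees C. DiscoveRx reagent added for 30 - 60 minutes at room temperature; luminescence read.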
SW480 rereplic: DNA re-replication induction in SW480 cells; SW480 DNA re-replication, Hoechst DNA content imaging, 48 h; Potency, µM (series often up to 46.1 µM), without a hit: top-dose re-replication activation, most hits filed as activators; hit rate 1.8% among 340,000; further: potency means the concentration at half of the fitted maximal effect; % of control where 0% means no effect; nearly all actives have a fitted effect of over 55% in size
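Compounds, transferred as 23 nL by pin tool, were incubated with cells for 48 hr; DNA content per nucleus was then quantified by Hoechst staining and fluorescence plate imaging.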
GLP1R ag: agonists of human GLP-1 receptor. P43220. HEK293 GLP-1R CRE-luciferase, luminescence, 4-6 h; cells express a hypersensitive GLP-1R form. Potency, µM (top dose mostly 45.6 µM), without a hit: at the highest dose activation, usual class: activators. hit rate 0.007% among 380,000. AID 624172; further: potency means the concentration at half of the fitted maximal effect; % of control where 0% means no effect
Target sequence (P43220 whole entry, looked up): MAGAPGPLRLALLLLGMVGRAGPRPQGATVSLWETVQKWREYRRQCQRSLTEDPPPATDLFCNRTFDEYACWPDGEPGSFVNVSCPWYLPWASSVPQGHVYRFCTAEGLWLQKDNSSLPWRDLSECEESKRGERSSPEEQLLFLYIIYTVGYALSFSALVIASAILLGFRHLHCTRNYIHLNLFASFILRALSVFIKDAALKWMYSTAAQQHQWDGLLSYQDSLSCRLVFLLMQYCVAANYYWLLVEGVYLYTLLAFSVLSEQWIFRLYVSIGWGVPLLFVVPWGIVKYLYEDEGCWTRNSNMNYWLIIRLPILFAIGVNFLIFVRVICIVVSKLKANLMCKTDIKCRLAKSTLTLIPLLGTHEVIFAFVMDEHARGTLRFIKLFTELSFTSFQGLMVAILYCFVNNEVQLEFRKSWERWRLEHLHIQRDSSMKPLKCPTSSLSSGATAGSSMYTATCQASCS
HT1080 IDH1KD tx: toxicity to HT-1080 IDH1 knockdown cells (counter line) | HT-1080 IDH1 knockdown viability, ATP luminescence, 48 h | hit rate 2% among 360,000 | Potency, µM (series often up to 46.1 µM), without a hit: at the top dose activity, negative = toxicity, usual class: cytotoxic | AID 686971;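 further: potency means the concentration at half of the fitted maximal effect; 0% = DMSO wells and -100% = cell-free medium wells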
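CellTiter-Glo luminescence after 48 h compound exposure at 37 degrees C of IDH1-knockdown HT-1080 cells in 5% FBS RPMI. %Activity scaled between DMSO wells and cell-free media wells, with curves fitted and assigned curve classes.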
* hit, by the source's call; ? = inconclusive; . = not tested or not shown; [ ] = another dose, or the depositor's remark. Unless noted, the call rests on the fitted dose curve; in most records, active means well fitted curve in the direction sought with a large enough effect; inconclusive means small, poorly fitted or top-dose-only effect, or another doubt; inactive means no such curve, though single readings can be large; an effect the other way counts as inactive or inconclusive.

Every second line gives: HT1080-NT tox	D3 antag	KB-3-1 cytotox	IL-1B inflam inh	KB-V1 MDR tox	D3 ag	SW480 rereplic	GLP1R ag	HT1080 IDH1KD tx
Cc1ccc(S(=O)(=O)/N=S(\C)CC2CC2(Cl)Cl)cc1 (stereo not drawn)
    -2%	16	2%	-2	15%	0	-4%	-11%	7%
CCOc1cc(CNCC(C)C)c(Cl)cc1OCC(=O)Nc1ccccc1
    -26%	10	0%	-4	8%	-12	-3%	15%	-21%
CCc1nnc(NC(=O)CSc2nnc3c4ccccc4n(C)c3n2)s1
    18%	15	22%	2	-27%	4	5%	-8%	7%
COc1ccc2[nH]c(=O)c(CN(Cc3cccnc3)S(=O)(=O)c3ccccc3F)cc2c1
    -28%	92	-2%	?	?	18	15%	18%	-29%
Cc1ccc(NC(=O)CS(=O)CC(=O)Nc2ccccc2-c2ccc(C)o2)cc1 (stereo not drawn)
    -22%	-10	4%	-9	-3%	-7	25%	-1%	?
Cc1nn(Cc2ccccc2)c2c1C(c1cccc(Cl)c1)C(C#N)=C(N)O2 (stereo not drawn)
    -24%	0	-25%	62	?	-3	?	-3%	?
CC(=O)Nc1ccc(C(=O)N(C)C(C(=O)Nc2ccccc2)c2ccccn2)cc1 (stereo not drawn)
    25%	15	0%	0	0%	-2	-1%	0%	18%
O=C(c1ccccc1)N1CCN(Cc2cccc(Oc3ccccc3)c2)CC1
    -4%	-18	0%	-15	-7%	-5	-2%	0%	-1%
CC(=O)Nc1ccc(C=NN=C2c3ccccc3-c3ccccc32)cc1
    -25%	7	-18%	4	18µM*	7	1%	-4%	?
CCOC(=O)N/N=C(/C)c1cccc(-n2cnnn2)c1
    13%	11	1%	2	1%	3	-54%[inhibitor]	1%	2%
CC(C)NS(=O)(=O)c1ccc(OCC(=O)NCc2ccccc2)cc1
    8%	20	3%	-4	8%	2	-4%	0%	18%
COc1ccccc1CNc1nc(NCc2ccc(C(C)C)cc2)c2sccc2n1
    21µM*	?	?	-83*	?	-11	.	0%	18µM*
CCOC(=O)c1c(C)[nH]c(C)c1C(=O)COC(=O)Cc1n[nH]c(=O)c2ccccc12
    -9%	4	4%	16	?	-3	26%	-6%	5%
O=C(NCc1cccnc1)c1cccn1-c1ncc(C(F)(F)F)cc1Cl
    -1%	1	0%	18	?	2	3%	2%	0%
CC(=O)c1ccc(NC(=S)N2CCCC(CO)C2)cc1 (stereo not drawn)
    21%	-7	-2%	8	-2%	-20	-3%	3%	16%
Cc1nn(CC(=O)Nc2ccccn2)c(=O)c2ccccc12
    -7%	-27	1%	7	2%	-19	?	4%	-24%
CCc1nnc(NC(=O)c2cc(-c3cccnc3)nc3ccccc23)s1
    -1%	17	0%	-5	-1%	1	0%	-3%	0%
Cc1ccccc1N1CCN(C(=O)c2ccccc2NC(=O)c2ccccc2C(=O)O)CC1
    7%	0	6%	8	-1%	-2	-3%	3%	-5%
Cc1ccccc1N1CCN(CCC(=O)Nc2ccc(F)cc2)CC1
    0%	-84*	?	31	18µM*	10	18%	0%	-2%
Cc1ccc(N2C(=O)C3CC(c4ccccc4)=C4C5C=CC(C6C(=O)N(c7ccc(C)cc7)C(=O)C56)C4C3C2=O)cc1 (stereo not drawn)
    1%	1	12%	-9	0%	-5	8%	-25%	1%
O=C(NC(=S)NCCO)c1sc2ccccc2c1Cl
    -1%	?	0%	?	12%	-11	-16%	1%	0%
COc1cccc(NC(=O)[C@H](NC(=O)[C@@H]2Cc3ccccc3CN2)c2ccccc2)c1
    ?	-92*	3%	7	23%	-18	15%	4%	-26%
COc1ccc(Nc2cc(C)nc(-n3nc(C)cc3C)n2)cc1
    1.1µM*	?	0.73µM*	36	0.23µM*	-14	7.3µM*	?	0.79µM*
CC(C)C[C@@H](CNCC(=O)[C@H](CC(=O)O)NC(=O)c1[nH]cnc1C(=O)N[C@H](CN)CC(C)C)NC(=O)c1nc[nH]c1C(=O)N[C@@H](C)C(=O)O
    5%	-53*	1%	12	3%	3	-8%	-3%	12%
CCOC(=O)C1=C(C(F)(F)F)Nc2ncnn2C1c1ccc(OC)cc1OC (stereo not drawn)
    1%	-14	7%	65	5%	1	11%	-1%	11%
CC(C)(C)c1ccc(C(=O)c2c[nH]c(C(=O)NCCCN3CCOCC3)c2)cc1
    4%	13	5%	12	18µM*	0	8%	-9%	-3%
Brc1cccc(CN2CCCCCCC2)c1
    7%	?	0%	11	4%	-27	-2%	-5%	-4%
Cc1c(NS(=O)(=O)c2cc(C(=O)O)ccc2Cl)c(=O)n(-c2ccccc2)n1C
    20%	-15	-3%	-17	-4%	-11	-12%	-2%	10%
O=C(NC1CCCCC1)C1CCCN1C(=O)NCc1ccccc1 (stereo not drawn)
    1%	-22	18%	-7	?	-7	0%	-2%	-1%
COc1cc(C#Cc2ccc3cc(CCCO)oc(=O)c3c2)cc(OC)c1
    4.6µM*	0	?	0	3.7µM*	41*	3.3µM*	42%	2.1µM*

Reprinted from the entries so far for reference:
Every second line gives: HT1080-NT tox	D3 antag	KB-3-1 cytotox	IL-1B inflam inh	KB-V1 MDR tox	D3 ag	SW480 rereplic	GLP1R ag	HT1080 IDH1KD tx
Cc1ccc(S(=O)(=O)/N=S(\C)CC2CC2(Cl)Cl)cc1 (stereo not drawn)
    -2%	16	2%	-2	15%	0	-4%	-11%	7%
CCOc1cc(CNCC(C)C)c(Cl)cc1OCC(=O)Nc1ccccc1
    -26%	10	0%	-4	8%	-12	-3%	15%	-21%
CCc1nnc(NC(=O)CSc2nnc3c4ccccc4n(C)c3n2)s1
    18%	15	22%	2	-27%	4	5%	-8%	7%
COc1ccc2[nH]c(=O)c(CN(Cc3cccnc3)S(=O)(=O)c3ccccc3F)cc2c1
    -28%	92	-2%	?	?	18	15%	18%	-29%
Cc1ccc(NC(=O)CS(=O)CC(=O)Nc2ccccc2-c2ccc(C)o2)cc1 (stereo not drawn)
    -22%	-10	4%	-9	-3%	-7	25%	-1%	?
Cc1nn(Cc2ccccc2)c2c1C(c1cccc(Cl)c1)C(C#N)=C(N)O2 (stereo not drawn)
    -24%	0	-25%	62	?	-3	?	-3%	?
CC(=O)Nc1ccc(C(=O)N(C)C(C(=O)Nc2ccccc2)c2ccccn2)cc1 (stereo not drawn)
    25%	15	0%	0	0%	-2	-1%	0%	18%
O=C(c1ccccc1)N1CCN(Cc2cccc(Oc3ccccc3)c2)CC1
    -4%	-18	0%	-15	-7%	-5	-2%	0%	-1%
CC(=O)Nc1ccc(C=NN=C2c3ccccc3-c3ccccc32)cc1
    -25%	7	-18%	4	18µM*	7	1%	-4%	?
CCOC(=O)N/N=C(/C)c1cccc(-n2cnnn2)c1
    13%	11	1%	2	1%	3	-54%[inhibitor]	1%	2%

Remaining list, next part
Every second line gives: HT1080-NT tox	D3 antag	KB-3-1 cytotox	IL-1B inflam inh	KB-V1 MDR tox	D3 ag	SW480 rereplic	GLP1R ag	HT1080 IDH1KD tx
S=C(NCC1CCCO1)N1CCc2ccccc2C1 (stereo not drawn)
    1%	14	-6%	50	-1%	-3	-3%	6%	-7%
CN1CCN(Cc2cc(COCc3ccccc3)c3cccnc3c2O)CC1
    ?	?	?	-97*	?	-13	6.3µM*	10%	?
COc1cccc(C(=O)N2CCC[C@H]2C(=O)N2CCC[C@H]2C(=O)N(C)Cc2ccccc2)c1
    7%	8	8%	8	-3%	4	.	-10%	4%
COc1cc(/C=N/Nc2ncnc3sc4c(c23)CCC4)ccc1O
    -23%	15	?	-27	3%	15	23µM*	?	?
Cn1nc(C(C)(C)C)cc1C(=O)Sc1cccc(Br)c1
    ?	5	3%	-81*	5%	-2	-35%[inhibitor]	6%	?
O=[N+]([O-])c1ccc(OCCO)c(P(=O)(c2ccccc2)c2ccccc2)c1
    4%	5	3%	-15	0%	7	-25%	7%	0%
Cc1ccc(NS(=O)(=O)c2ccc(-c3ccc(=O)[nH]n3)o2)cc1Cl
    7%	-1	8%	21	?	4	5%	5%	-7%
O=C(c1ccco1)N1CCN(C2CN(Cc3cn(Cc4ccccc4C(F)(F)F)nn3)S(=O)(=O)C2)CC1 (stereo not drawn)
    13%	16	0%	-14	13%	8	.	2%	11%
CN1C(=O)c2cccc3c(N)ccc(c23)C1=O
    -13%	40	-5%	?	6%	2	?	10%	-17%
NS(=O)(=O)c1ccc(CCNC(=O)C2CCCCN2S(=O)(=O)c2ccccc2)cc1 (stereo not drawn)
    9%	24	0%	1	-1%	-3	5%	-2%	0%
